UPR XBP1 act – activators of adaptive XBP1 UPR arm, primary screen, cell-based, CHO-XBP1 luciferase reporter, luminescence, uHTS; IRE1-XBP1 UPR activation; percent of tunicamycin response, DMSO as zero; activation, % at 20 µM; 0.33% of 330,000 active;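 active = versus positive control, 20 µM dose yields 30% or more activation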;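 also: 100% = tunicamycin at 10 µg/mL and 0% = DMSO only wells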
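assay system = CHO-XBP1 luciferase reporter cells | amount = 1000 cells/well | buffer or medium = F12 plus 10% FBS | compound dosing = single point, 20 µM final compound, 1% DMSO | incubation = 16-18 h cell attachment at 37 °C, then 6 h compound exposure | detection = Steady-Glo luminescence read | controls = tunicamycin 10 µg/mL and vehicle-only wells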
APJ agonist – agonists of human apelin receptor APJ, primary screen, CHO-K1 cells, PathHunter beta-arrestin, luminescence | 0.11% of 330,000 active | activation, % at 20 µM | AID 2520, 2010 | P35414 | 0% DMSO wells, 100% apelin;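 active = activation more than six SD over the plate average, tested at 20 µM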;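 also: 0% = DMSO alone and 100% = apelin-13 at 10 nM; some results filed as inactive read as strong as hits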
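Assay system: CHO-K1 APJ beta-arrestin complementation cell line / Compound: single test compound dose, 20 µM final, 1% DMSO / Times: overnight seeding, 90 min compound at 25 °C, 1 h detection / Technique: beta-gal luminescence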
CHOP UPR activ – activators of apoptotic CHOP UPR arm, primary screen, cell-based, CHO-CHOP luciferase reporter, luminescence, uHTS; UPR activation; percent of tunicamycin response over DMSO baseline; activation, % at 10 µM; AID 449763, 2010; 0.34% of 330,000 active;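 active = at 10 µM dose, activation of 40% or more, normalized to positive control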;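 also: 100% = tunicamycin at 10 µg/mL and 0% = DMSO alone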
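System: CHO CHOP reporter cells. Amount: 500 cells per well. Buffer or medium: F12 medium, 10% FBS. Compound dosing: one dose, 10 µM in 0.5% DMSO. Incubation: 6 h compound exposure at 37 °C after overnight seeding. Technique: Steady-Glo luciferase luminescence. Benchmarks: tunicamycin and DMSO controls.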
TIM10 inh – growth inhibitors of isogenic TIM10 control yeast, primary screen, counter-screen for tim10-1 yeast inhibitor project, luminescence, uHTS; S. cerevisiae TIM10 strain growth, BacTiter-Glo luminescence, 24 h; inhibition, % at 10 µM; 1.4% of 330,000 active; AID 463195, 2010;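 active = inhibition of 40% or more at the single tested concentration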;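 also: wild-type TIM10 isogenic control strain grown at permissive 25 °C; 0% = DMSO yeast wells and 100% = minimal medium wells without yeast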
tim10-1 inh – growth inhibitors of tim10-1 mutant yeast, primary screen, luminescence, uHTS; S. cerevisiae tim10-1 ts strain growth, BacTiter-Glo, 24 h; inhibition, % at 20 µM; 2.2% of 330,000 active; AID 463190, 2010;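 active = inhibition of at least 40%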;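 also: mutant grown at 25 °C; 0% = DMSO wells with yeast and 100% = wells holding no yeast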
Mdm2 MdmX PPI – inhibitors of human Mdm2-MdmX association, primary screen, cell-based, luminescence, split luciferase, SaOS-2, uHTS; Protein Mdm4 (Homo sapiens) + E3 ubiquitin-protein ligase Mdm2 (Homo sapiens), …; SaOS-2 split-luciferase Mdm2/MdmX complementation; inhibition, % at 8 µM; 3% of 330,000 active;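 active = inhibition of at least 50% at 8 µM in the primary screen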
Target sequence (O15151 whole entry, looked up): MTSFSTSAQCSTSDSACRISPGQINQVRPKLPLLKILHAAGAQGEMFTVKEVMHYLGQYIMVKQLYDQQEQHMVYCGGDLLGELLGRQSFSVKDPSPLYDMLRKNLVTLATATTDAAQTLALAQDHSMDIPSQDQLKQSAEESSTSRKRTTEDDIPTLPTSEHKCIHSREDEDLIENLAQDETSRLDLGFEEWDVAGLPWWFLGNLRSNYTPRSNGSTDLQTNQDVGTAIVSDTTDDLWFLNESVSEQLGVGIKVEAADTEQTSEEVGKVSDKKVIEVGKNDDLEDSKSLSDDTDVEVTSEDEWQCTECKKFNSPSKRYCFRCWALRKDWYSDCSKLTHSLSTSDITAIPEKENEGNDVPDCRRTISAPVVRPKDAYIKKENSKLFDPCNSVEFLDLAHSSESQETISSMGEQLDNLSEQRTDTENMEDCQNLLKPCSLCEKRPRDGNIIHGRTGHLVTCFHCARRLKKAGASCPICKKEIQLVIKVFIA
Target sequence (Q00987 whole entry, looked up): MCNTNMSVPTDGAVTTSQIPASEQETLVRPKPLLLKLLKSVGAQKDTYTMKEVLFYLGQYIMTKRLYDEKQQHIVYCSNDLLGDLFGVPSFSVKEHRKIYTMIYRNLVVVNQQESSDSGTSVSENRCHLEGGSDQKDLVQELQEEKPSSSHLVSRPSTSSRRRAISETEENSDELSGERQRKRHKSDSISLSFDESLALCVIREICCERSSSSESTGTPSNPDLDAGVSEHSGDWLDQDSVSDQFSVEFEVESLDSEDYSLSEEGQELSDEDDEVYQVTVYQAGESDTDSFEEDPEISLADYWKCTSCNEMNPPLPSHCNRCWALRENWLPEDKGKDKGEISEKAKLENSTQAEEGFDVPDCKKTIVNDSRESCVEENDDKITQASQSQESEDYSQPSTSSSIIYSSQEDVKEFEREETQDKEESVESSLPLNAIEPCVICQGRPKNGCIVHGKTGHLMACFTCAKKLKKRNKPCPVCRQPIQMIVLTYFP
CXCR6 block – CXCR6 receptor inhibitors, primary screen, cell-based, beta-arrestin, luminescence, CHO-K1 PathHunter, 1536-well; C-X-C chemokine receptor type 6 (Homo sapiens), O00574; inhibition, % at 20 µM; 0.36% of 360,000 active; in the data active = inhibition above about 34%, passing the limit was not always enough;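 also: antagonist mode with CXCL16 agonist at 10 nM final; 0% = 10 nM CXCL16 with DMSO and 100% = unstimulated wells without agonist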
tim23-1 inh – growth inhibitors of tim23-1 mutant yeast, primary screen, luminescence, uHTS; 1.3% of 330,000 active; inhibition, % at 20 µM; AID 463212, 2010; S. cerevisiae tim23-1 growth, BacTiter-Glo luminescence, 24 h;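 active = growth inhibition of the mutant yeast at or above 50%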;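 also: temperature-sensitive mutant grown at 25 °C; plate controls were DMSO-treated mutant yeast for no effect and medium wells lacking yeast for full effect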
APJ antag – antagonists of human apelin receptor APJ, primary screen, CHO-K1 cells, beta-arrestin complementation, luminescence; inhibition, % at 20 µM; 0.32% of 330,000 active; AID 2521, 2010;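 active = inhibition above about 40% at 20 µM, limit read from the data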;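 also: cells challenged with 10 nM apelin-13 agonist together with compound; plate controls were apelin-13 plus DMSO wells for no effect and DMSO wells lacking apelin-13 for full effect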
* = called active by the depositor; nt = no result given. An excerpt; rates above refer to the full screens.

molecule	UPR XBP1 act	APJ agonist	CHOP UPR activ	TIM10 inh	tim10-1 inh	Mdm2 MdmX PPI	CXCR6 block	tim23-1 inh	APJ antag
COCCN1C=C(C(=O)OC)C(c2ccc(Cl)cc2)C(C(=O)OC)=C1	-1	-2	-1.7	8	9	-13	7	20	16
CCc1cccc(NC(=O)c2ccc(NS(=O)(=O)c3c(C)noc3C)cc2)c1	-2	6	0.8	-2	4	16	-7	12	-17
O=S(=O)(NCC1NCCc2ccccc21)c1ccccc1 (stereo unspecified)	3	-1	0.7	8	13	0	-2	18	-2
CN(C(=S)NC(=O)c1ccc(Cl)cc1)C1CCCCC1	-3	4	2.4	31	42*	-5	29	24	31
CN(Cc1ccccc1)c1nc2c(c(=O)[nH]c(=O)n2C)n1Cc1ccccc1F	2	-3	5.0	-1	0	27	-11	34	9
CN(C)S(=O)(=O)n1cc(/C=C(\NC(=O)c2ccccc2)C(=O)NCCCN2CCOCC2)c2ccccc21	-5	-4	-1.2	-3	3	8	-11	0	-2
COc1ccc(S(=O)(=O)NCC(c2ccc(F)cc2)N2CCN(C)CC2)cc1 (stereo unspecified)	-1	-4	1.2	-5	6	33	-1	15	4
NC(=O)CC(O)c1cccc(Cl)c1 (stereo unspecified)	0	-1	-1.6	6	-2	10	2	7	11
Oc1ccc(C[C@@H]2CNCCN2CC2CCCCC2)cc1	1	-5	-1.0	-4	-7	19	-7	-4	7
C=C(C)C(=O)N1CC2(CC(c3cccc(NC(=O)/C(C)=C\C)c3)=NO2)C[C@H]1C(N)=O (stereo partly specified)	1	7	0.4	-9	13	8	-4	18	16
CCOC(=O)c1ccc(CSc2ncn[nH]2)o1	1	-3	-0.5	-2	6	21	1	1	3
Cc1nc(NS(=O)(=O)c2ccccc2C)c2c3c(sc2n1)CCC3	-2	-3	-0.4	20	32	11	nt	53*	5

Two entries from above, field by field:
structure: CN(C(=S)NC(=O)c1ccc(Cl)cc1)C1CCCCC1
- UPR XBP1 act: -3
- APJ agonist: 4
- CHOP UPR activ: 2.4
- TIM10 inh: 31
- tim10-1 inh: 42*
- Mdm2 MdmX PPI: -5
- CXCR6 block: 29
- tim23-1 inh: 24
- APJ antag: 31
structure: CN(Cc1ccccc1)c1nc2c(c(=O)[nH]c(=O)n2C)n1Cc1ccccc1F
- UPR XBP1 act: 2
- APJ agonist: -3
- CHOP UPR activ: 5.0
- TIM10 inh: -1
- tim10-1 inh: 0
- Mdm2 MdmX PPI: 27
- CXCR6 block: -11
- tim23-1 inh: 34
- APJ antag: 9

Next entries follow.
molecule	UPR XBP1 act	APJ agonist	CHOP UPR activ	TIM10 inh	tim10-1 inh	Mdm2 MdmX PPI	CXCR6 block	tim23-1 inh	APJ antag
O=C(CCNS(=O)(=O)c1ccccc1C(F)(F)F)N1CCCCCCC1	-1	-2	2.9	6	13	5	-2	8	5
CC1C=CCC2C(=O)N(c3ccc(OC(=O)c4ccco4)cc3)C(=O)C12 (stereo unspecified)	0	-2	0.3	5	14	23	-2	24	5
COc1cccc(C2C=C(c3cccs3)Nc3ncnn32)c1OC (stereo unspecified)	0	-2	-0.4	-14	16	16	8	15	-5
Cc1ccc(C(=O)COc2ccccc2N2C(=O)c3ccccc3C2=O)cc1	1	-1	-0.8	1	7	-53	0	6	9
NS(=O)(=O)c1cccc(NC(=O)CCS(=O)(=O)c2ccc(Cl)cc2)c1	-2	-3	-1.4	-20	10	-11	14	8	7
O=C1CC(=O)N(CCc2ccccc2)C(=O)N1CCc1ccccc1	-2	-3	-2.5	27	33	-2	-10	27	1
Cc1cc(C(=O)CSc2ccccc2)cc(C)c1O	5	-5	6.5	20	16	-25	4	29	22
CCOCCCN(C(=O)c1snc(C(N)=O)c1N)C(C(=O)NC1CCCC1)c1ccc(F)cc1 (stereo unspecified)	-4	-5	1.1	10	11	7	6	14	-40
O=C(CSc1nccn1-c1cccc(Cl)c1)NO	3	-2	-0.2	8	-5	2	-5	17	18
Cn1cc(C(=O)N2CCCCCC2)c(=O)c2cc(S(=O)(=O)N3CCCCC3)ccc21	-2	-6	-0.1	11	-5	13	5	17	-24
C/C(=N/NC(=O)OC(C)(C)C)c1ccco1	0	0	2.8	1	12	-7	-13	7	9
Cc1ccc(C(=O)Nc2cccc(-c3ccc(N4CCOCC4)nn3)c2)cc1	0	-2	3.0	8	7	-36	2	5	-11
COc1cc(S(=O)(=O)N2CCOCC2)ccc1NC(=O)COC(=O)c1ccc(Cl)nc1	0	0	0.2	6	-6	-19	-5	-2	-1
CCOc1ccc(NC(=O)CCC(=O)c2ccc(OC)cc2)cc1	-1	-2	-0.4	-20	-12	7	3	6	-21
CCOc1ccc(C(=O)OCCN(C)C)cc1	-5	-5	-1.0	-16	4	-1	-10	0	11
N#C/C(=C/c1ccccc1OCc1ccc(F)cc1)c1ccc(C(=O)O)cc1	-4	-3	-1.7	19	8	5	2	15	15
CCCOc1cccc(C2/C(=C(/O)c3ccc(F)cc3)C(=O)C(=O)N2CCN(C)C)c1 (stereo unspecified)	-1	-6	-0.4	-5	8	11	-9	-3	2
CCOc1ccc(-c2cccc(NC(=O)COc3ccccc3)c2)nn1	-4	0	-2.5	-4	9	12	-7	-4	-5
COc1ccc(C(=O)NC2CC2)cc1OC1CCN(C/C=C/c2ccccc2)CC1	-3	-1	-0.4	-3	4	10	0	5	35
Cc1cc(COc2ccccc2)oc1C(=O)O	-8	0	-4.0	7	-2	-104	-1	-1	4
CN(C)S(=O)(=O)c1ccc(C(=O)NC(=O)CSc2ccccc2)cc1	-2	-2	0.6	15	6	0	1	13	0
Cc1cccc(NC(=S)N2CCN(c3ccccc3F)CC2)c1C	-3	-3	0.6	17	10	4	-16	26	-14
O=C1NC(=O)C2(COC(c3ccncc3)OC2)S1 (stereo unspecified)	1	-1	-3.0	12	10	4	-4	3	9
O=C(C1CCC1)N(CCc1ccccc1)Cc1nc2ccccc2c(=O)[nH]1	-3	-5	6.6	-6	2	14	0	-6	-8
CC/C=C/C(=O)N1CC2(CC(c3cccc(NC(=O)CCCCC)c3)=NO2)C[C@H]1C(N)=O (stereo partly specified)	-1	-4	0.6	11	8	0	4	3	-5
N#Cc1ccc(Oc2ccc(/C=N/O)cn2)cc1	0	-5	0.8	-5	13	10	-3	1	-8
COc1ccc(S(=O)(=O)Nc2ccccc2C(=O)N2CCCC2)cc1C	0	-1	-1.6	-8	19	16	3	15	2
COc1ccc(C(=O)NCCn2cc(SCC(=O)NCc3ccco3)c3ccccc32)cc1	-2	3	-1.0	11	17	7	4	17	2
COc1ccc(CN(CC(=O)NCCc2ccccc2)C(=O)CCC(=O)Nc2cc(C)ccn2)cc1	0	-2	-0.3	11	-1	-16	6	5	18
Cc1cc(OCC(=O)Nc2ccc3oc(=O)ccc3c2)ccc1Cl	-2	-2	0.2	-30	-8	11	-5	-7	-10
CCN(CC(=O)NCc1ccc(Cl)cc1)C(=O)c1oc2ccccc2c1C	-3	-4	0.5	-12	6	17	2	11	-4
O=C(CCl)NC1(C(F)(F)F)C(=O)Nc2c1c(=O)[nH]c(=O)n2-c1ccccc1 (stereo unspecified)	1	-1	1.9	-19	-19	17	0	2	-4
COc1ccc2nc(N3CCCC(C(=O)NCCCN4C(C)CCCC4C)C3)sc2c1 (stereo unspecified)	1	1	0.9	8	-3	-10	-8	12	11
CCN(Cc1nc2cc(Cl)ccc2c(=O)[nH]1)C(=O)c1cccc(NC(=O)c2cccs2)c1	1	0	1.9	10	-1	14	-3	9	21
Nc1ccc2nc(-c3ccc(Cl)cc3)[nH]c2c1	6	2	6.3	17	-2	-43	-15	14	-80
CCCCCCC(=O)Nc1ccc(S(=O)(=O)Nc2onc(C)c2C)cc1	-3	-3	0.6	0	5	5	-6	8	0
C=CCn1c(SCc2c(C)noc2C)nc2cc(C(=O)O)ccc2c1=O	0	-2	0.1	-20	0	22	7	5	1
CCOC(=O)c1cnc(SSc2ncc(C(=O)OCC)c(N)n2)nc1N	-6	-2	2.4	-9	14	6	6	17	10
CC(C)C(NC(=O)c1ccco1)C(=O)OCC(=O)c1ccccc1 (stereo unspecified)	-1	-5	3.6	3	8	9	-12	5	-47
COc1ccc(C(=O)c2ccccc2Cl)cc1	-6	2	0.0	-20	0	15	-2	-5	1
COCCNC(=O)c1ccc(C(=O)C(=O)c2ccccc2)cc1	-1	0	-1.1	-7	13	8	-6	5	5
CC(Sc1n[nH]c(-c2cccs2)n1)C(=O)N1CCCC1 (stereo unspecified)	0	-2	2.1	-180	-175	6	1	-32	0
Cc1cc(C(=O)Nc2ccc(CC(=O)O)cc2)c(C)o1	-6	2	-0.3	-18	-1	9	0	11	-27
COCCn1c(=N)c(S(=O)(=O)c2ccc(Br)cc2)cc2c(=O)n3ccccc3nc21	3	0	0.1	-9	14	5	10	21	12
CCc1ccc(OC(C)c2nnc(SCC(=O)Nc3ncccc3C)n2C)cc1 (stereo unspecified)	0	-2	-0.4	14	22	1	-2	20	1

High-throughput results deposited in PubChem BioAssay by Sanford-Burnham Center for Chemical Genomics.
